Screening results from PubChem BioAssay.
Tau ThT inhib: qHTS for Inhibitors of Tau Fibril Formation, Thioflavin T Binding | recombinant tau K18 P301L, heparin-induced fibrillization, ThT fluorescence | actives 2.1% (n = 270,000) | Potency, µM (highest dose often 57.4 µM), for the others: top-dose activity, negative = inhibition, hits mostly inhibitors; further: nearly all actives have a fitted effect of over 55% in size
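Using a mix of unlabeled (15 uM) and Alexa 594-labeled (0.24 uM) tau K18 P301L, heparin-triggered fibrillization over 6 hr at 37 C was scored by ThT fluorescence.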
ALDH1A1 block: qHTS Assay for Inhibitors of Aldehyde Dehydrogenase 1 (ALDH1A1); Purified ALDH1A1, NADH fluorescence, propionaldehyde substrate; Potency, µM (doses to about 75.3 µM), for inactives: top-dose activity, negative = inhibition, actives largely listed as inhibitors; actives 7.3% (n = 220,000); AID 1030, 2008; Aldehyde dehydrogenase 1A1 (Homo sapiens), P00352; active means well fitted inhibition curve with a large enough effect, not every such curve was filed as active; inconclusive means small, poorly fitted or top-dose-only effect, or another doubt; inactive means no such curve, though single readings can be large or run the other way;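 further: plate controls were no enzyme wells and a reference inhibitor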
Target sequence (P00352 whole entry, looked up): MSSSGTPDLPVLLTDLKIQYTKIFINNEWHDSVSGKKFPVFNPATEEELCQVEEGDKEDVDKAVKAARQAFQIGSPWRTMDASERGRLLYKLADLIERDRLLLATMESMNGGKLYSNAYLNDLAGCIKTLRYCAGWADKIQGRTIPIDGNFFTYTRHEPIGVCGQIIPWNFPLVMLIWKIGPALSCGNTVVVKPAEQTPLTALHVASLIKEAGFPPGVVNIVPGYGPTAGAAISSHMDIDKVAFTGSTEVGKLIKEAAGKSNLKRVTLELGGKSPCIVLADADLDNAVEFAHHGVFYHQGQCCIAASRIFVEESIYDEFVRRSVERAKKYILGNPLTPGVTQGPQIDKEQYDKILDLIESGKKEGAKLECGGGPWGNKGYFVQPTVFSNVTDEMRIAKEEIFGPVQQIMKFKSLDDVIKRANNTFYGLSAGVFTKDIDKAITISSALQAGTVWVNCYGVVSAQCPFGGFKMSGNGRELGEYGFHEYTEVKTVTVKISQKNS
TexasRed fluor: Total Fluorescence Counterscreen for Inhibitors of the Interaction of Thyroid Hormone Receptor and Steroid Receptor Coregulator 2; TRb/SRC2 Texas Red total fluorescence interference; Potency, µM (doses to about 106 µM), for the others: at the highest dose fluorescence change, negative = quenching; actives 0.29% (n = 280,000); AID 1479, 2009; active means well fitted curve in either direction with a large enough effect; inconclusive means small, poorly fitted or top-dose-only effect
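Flags fluorescent or light-absorbing compounds by total fluorescence, S + 2P, at 555 nm excitation and 632 nm emission. Mixture: 20 nM Texas Red SRC2 peptide, 0.6 uM human TRb LBD, 1 uM T3, 5% DMSO; compound exposure 5 h at ambient temperature.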
GLA spleen mod: qHTS Assay for Inhibitors and Activators of Human alpha-Galactosidase From Spleen Homogenate; human spleen homogenate, 4MU-alpha-Gal fluorescence, 40 min; Potency, µM (top dose mostly 80 µM), inactives show at the top dose activity change, negative = inhibition, most hits filed as inhibitors; actives 0.008% (n = 240,000);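 further: 0% = enzyme with vehicle and -100% = no enzyme basal signal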
Target sequence (P06280 32-429 limits assumed): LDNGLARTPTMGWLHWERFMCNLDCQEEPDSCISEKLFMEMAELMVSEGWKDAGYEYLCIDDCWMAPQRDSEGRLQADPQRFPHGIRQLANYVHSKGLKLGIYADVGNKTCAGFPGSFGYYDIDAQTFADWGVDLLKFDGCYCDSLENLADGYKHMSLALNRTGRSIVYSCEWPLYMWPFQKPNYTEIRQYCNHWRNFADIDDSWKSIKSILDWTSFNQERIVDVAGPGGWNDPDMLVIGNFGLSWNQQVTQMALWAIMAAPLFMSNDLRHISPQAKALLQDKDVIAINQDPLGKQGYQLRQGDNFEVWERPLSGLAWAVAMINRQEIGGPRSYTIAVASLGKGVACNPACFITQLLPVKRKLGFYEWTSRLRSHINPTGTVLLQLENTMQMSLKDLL
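Spleen homogenate 1 ug + cpd (titration) + 4-MU-alpha-D-galactopyranoside 1 mM; 37C 40 min; 50 mM citrate/phosphate pH 5.0, 0.01% Tween-20; stop pH 10; fluorescence 365/440; AC50 via Hill.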
Tau fluor cs: Counterscreen qHTS for Inhibitors of Tau Fibril Formation, Fluorescence Polarization | tau K18 P301L (four-repeat tau fragment) Alexa594 fluorescence, heparin fibrillization | actives 0.93% (n = 280,000) | AID 1463, 2008 | Potency, µM (titrated, usually from 57.7 µM), for the others: at the top dose activity change, negative = decrease; further: nearly all actives have a fitted effect of over 55% in size
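Human K18 P301L tau (15 uM unlabeled plus 0.24 uM Alexa 594-labeled, final) in 100 mM sodium acetate pH 7 was mixed with compound and 20 uM heparin and incubated 6 hr at 37 C.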
L3MBTL1 inh: qHTS Assay for the Inhibitors of L3MBTL1. actives 0.66% (n = 230,000). Lethal(3)malignant brain tumor-like protein 1 (Homo sapiens), Q9Y468. Potency, µM (highest dose often 57.1 µM), inactives show top-dose activity, negative = inhibition, actives largely listed as inhibitors. AID 485360, 2010. AlphaScreen L3MBTL1–H3K9me1 peptide binding; further: nearly all actives have a fitted effect of over 60% in size
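Read-out is AlphaScreen signal from streptavidin donor and nickel chelate acceptor beads (10 ug/mL final each) bridging L3MBTL1 (50 nM) and biotinylated K9-monomethylated H3(1-15) peptide (75 nM), after 30 min compound exposure at room temperature.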
Tau fibril FP: qHTS for Inhibitors of Tau Fibril Formation, Fluorescence Polarization; Microtubule-associated protein tau (Homo sapiens), P10636; K18 P301L tau heparin fibrillization, Alexa594 FP, 6 h; Potency, µM (titrated, usually from 57.7 µM), without a hit: at the top dose activity, negative = inhibition, hits mostly inhibitors; actives 0.39% (n = 280,000); further: nearly all actives have a fitted effect of over 55% in size
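Human tau K18 […] P301L fragment, 15 uM unlabeled plus 0.24 uM Alexa 594-labeled tau (final), with compound and 20 uM heparin in 100 mM sodium acetate pH 7; 6 hr at 37 C, then Alexa 594 FP read.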
TRb SRC2 PPI: qHTS for Inhibitors of the Interaction of Thyroid Hormone Receptor and Steroid Receptor Coregulator 2 | Thyroid hormone receptor beta (Homo sapiens), P10828 | Potency, µM (top dose mostly 106 µM), inactives show at the highest dose activity change, negative = inhibition, actives largely listed as inhibitors | actives 0.065% (n = 280,000) | TRbeta-SRC2 peptide binding, fluorescence polarization; receptor liganded with 1 µM T3;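 further: plate controls were bound peptide for no effect and peptide without receptor for full effect; nearly all actives have a fitted effect of over 50% in size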
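Human TRb LBD (0.6 uM) plus Texas Red-labeled SRC2 peptide (20 nM), 1uM T3, 5% DMSO, 5 hr at ambient temperature. Decreased polarization (555/632 nm) flags inhibition; data normalized to free and bound peptide controls.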
The depositor's hits bear a star; ? = inconclusive; nt = no result given; [ ] = another dose, or the depositor's remark. Unless noted, the call rests on the fitted dose curve; in most records, active means well fitted curve in the direction sought with a large enough effect; inconclusive means small, poorly fitted or top-dose-only effect, or another doubt; inactive means no such curve, though single readings can be large; an effect the other way counts as inactive or inconclusive. Unless noted, on the % scale 0 is the no-effect control and ±100 the full control effect; potency means the concentration at half of the fitted maximal effect.

SMILES	Tau ThT inhib	ALDH1A1 block	TexasRed fluor	GLA spleen mod	Tau fluor cs	L3MBTL1 inh	Tau fibril FP	TRb SRC2 PPI
C=C(C)C(=O)/C=C/c1ccc(C(F)(F)F)cc1	-1%	10%	-2%	2%	3%	nt	3%	4%
CC1CCCCN1C(=O)Cn1c(=O)n(-c2ccc(Cl)cc2)c(=O)c2c3c(sc21)CCC3 (stereo unspecified)	-3%	nt	-25%	nt	-1%	nt	-3%	1%
Cn1cnnc1SCc1ccc(C(=O)NN)cc1	-5%	?	1%	6%	-1%	nt	-12%	3%
CC(C)C(NC(=O)OCc1ccccc1)C(=O)OCC(=O)N1CCCCC1 (stereo unspecified)	-7%	6%	0%	-5%	-2%	nt	5%	-5%
Cc1cc(C(=O)N2CCN(c3cccc(Cl)c3)CC2)c(C)o1	-19%	-14%	-3%	-3%	-13%	nt	7%	-6%
Cc1nc(C)c(-c2csc(NCCc3ccccc3)n2)s1	?	-7%	-3%	4%	-28%	-7%	0%	1%
COC(=O)c1c(NC(=O)CCNCc2ccco2)sc2c1CCC2	-13%	24µM*	5%	8%	-14%	-12%	-1%	10%
Cc1ccc(NS(=O)(=O)c2ccc3[nH]c4c(c3c2)CCCC4)cc1N(C)C	-7%	nt	?	nt	22µM*[quencher]	nt	13%	-2%
c1ccc(-n2nnnc2SCc2ccccn2)cc1	-4%	?	-11%	4%	-6%	nt	?	-3%
N#CC1CC(c2ccc([N+](=O)[O-])cc2)=NN1c1ccc([N+](=O)[O-])cc1 (stereo unspecified)	3.2µM*	?	1%	8%	?	9%	13%	1%
Cc1ccc(-c2onc(C)c2C)cc1S(=O)(=O)N1CCC(C)CC1	-11%	nt	0%	nt	-17%	nt	8%	-1%
Cc1ccccc1Nc1nc(N)nc(CSc2nnc(C)n2C)n1	2%	2%	2%	-7%	-3%	5%	-2%	-7%
COCCCNC(=O)c1c(C)nn(-c2ccc(F)cc2)c1-n1cccc1	3%	nt	0%	nt	1%	nt	4%	0%
COc1ccc(C)cc1NC(=O)c1cc(S(=O)(=O)NCCC2=CCCCC2)ccc1F	-10%	nt	-1%	nt	?	nt	-11%	8%
Clc1ccccc1CNc1ncnc2c1nc1n2CCCC1	-13%	nt	6%	nt	-14%	nt	-9%	4%
O=C(NCC1CCCO1)C1CCN(C2CCN(Cc3cccs3)CC2)CC1 (stereo unspecified)	3%	nt	-2%	0%	10%	-5%	11%	0%
CCOC(=O)c1[nH]c2cc3c(cc2c1NC(=O)CN1CCc2ccccc2C1)OCO3	-5%	?	-4%	3%	?	-9%	14%	9%
CCCCn1c(CCNC(=O)CCC)nc2ccccc21	-4%	10%	-4%	-3%	0%	5%	-3%	-11%
CCN(CC)P(=O)(Nc1ccc(SC(F)F)cc1)c1ccc(N(C)C)cc1NC(=O)c1ccco1 (stereo unspecified)	-7%	?	0%	-1%	-22%	nt	3%	-8%
Cc1ccc(NS(=O)(=O)c2cc(-c3cnc(C4CC4)o3)ccc2C)cc1Cl	-6%	nt	-1%	nt	?	nt	-6%	-5%
COc1ccc(C(=O)NCC(=O)Nc2ccc(F)cc2)cc1OC	-8%	19%	-3%	-1%	-9%	nt	6%	-7%
CCOc1cc(/C=N/O)cc(Br)c1OC	-12%	7%	-3%	-4%	-2%	-1%	1%	-7%
Cc1cc([N+](=O)[O-])nn1Cc1ccccc1F	-2%	6%	-7%	2%	3%	5%	-3%	1%
COc1ccc2oc(=Nc3ccc(C(=O)O)cc3)c(C(=O)NCc3ccco3)cc2c1	?	?	-1%	-5%	-3%	19%	-8%	5%
CCCOc1ccc2c(=O)c(-c3cc(C(=O)OC)oc3C)c(C)oc2c1	-9%	?	-1%	6%	-2%	-1%	-1%	-7%
O=C(Nc1ccc(N2CCOCC2)cc1)c1cccc(S(=O)(=O)N2CCCCC2)c1	?	?	-3%	8%	-28%	nt	13%	-3%
O=C1C2C3C=CC(CC3)C2C(=O)N1/N=C/c1ccco1 (stereo unspecified)	-1%	?	1%	-4%	-2%	nt	-4%	3%
CC(NC(=S)NC1CCCCC1)C(c1cccs1)N1CCOCC1 (stereo unspecified)	nt	nt	-2%	4%	-14%	nt	3%	-4%
CCO[C@@H]1OC(C(=O)Nc2ccccc2)=C[C@H](C2CC2)[C@H]1CCCO	2%	-16%	-2%	0%	-2%	-4%	6%	1%
CCCCC(NC(=O)c1ccc(Cl)cc1)C(=O)O (stereo unspecified)	-5%	8%	-2%	0%	-9%	nt	-9%	-4%
COCCCNC(=O)C1CCN(c2nc3ccc(Cl)cc3[nH]2)CC1	-16%	nt	0%	nt	-14%	nt	0%	-10%
NCCCC[C@@H](C(=O)N1CCNCC1)n1cc(CCC(=O)O)nn1	-4%	3%	-1%	6%	-3%	12%	-8%	2%
CC(=O)Nc1ccc(/C=N/NC(=O)c2cc3cc(C)ccc3nc2C)cc1	-11%	?	-4%	-1%	-2%	nt	-6%	-4%
O=C(c1c[nH]c2ccccc12)C(F)(F)F	-3%	nt	5%	10%	-11%	6%	-2%	9%
O=C(O)c1nccnc1C(=O)Nc1ccc(Oc2c(Cl)cccc2Cl)nc1	-1%	nt	3%	5%	2%	10%	2%	0%
CC(C)NCC(O)COc1ccc2c(c1)CCC2 (stereo unspecified)	1%	-5%	-3%	-8%	2%	-2%	4%	-6%
CC1(C)CC(=O)C(=Cc2cn(CCC#N)nc2-c2ccc(F)cc2)C(=O)C1	?	-1%	-1%	-2%	2%	5%	-13%	0%
CC(=O)NC1=NN(C(C)=O)C(C)(c2ccccc2)S1 (stereo unspecified)	-4%	10%	-2%	-3%	-3%	32µM*	4%	-5%
CSc1ccc(/C=N/NC(=O)CN2CCN(Cc3ccc(Cl)cc3)CC2)cc1	?	?	-5%	-4%	13%	12%	1%	-6%
COc1cc(/C(C)=N/NC(=O)c2ccc(CSc3nncn3C)cc2)cc(OC)c1OC	?	1%	-2%	-4%	-10%	nt	1%	-2%
CCOC(=O)CN=C1CC(C)(C)CC2=C1Sc1ncnc(N(C)C)c1N2	16µM*	?	3%	6%	?	-4%	-19%	-13%
Cc1cc(C)c2c(=O)cc(C(=O)NCc3ccc(S(N)(=O)=O)cc3)oc2c1	-11%	nt	7%	nt	-15%	nt	-2%	6%
CC12CCC(CC1=O)C2(C)C (stereo unspecified)	nt	7.1µM*	-2%[201 µM]	-1%	nt	4%	nt	6%[201 µM]
O=C(CCS(=O)(=O)c1cccc2nsnc12)NCc1ccccc1Cl	?	-8%	-2%	-5%	-14%	nt	-13%	1%
Cc1cccc(N2CCN(CCCNc3ncnc4onc(-c5ccc(F)cc5)c34)CC2C)c1 (stereo unspecified)	-14%	nt	-2%	nt	?	nt	0%	3%
CCOc1ccccc1C1C(C(=O)Nc2ccccc2)=C(C)Nc2c(C(=O)Nc3ccc(F)cc3)cnn21 (stereo unspecified)	-2%	nt	-6%	nt	-17%	nt	?	2%
O=C(CSc1ccc2nnc(CCNS(=O)(=O)c3ccccc3)n2n1)Nc1ccccc1C(F)(F)F	-1%	nt	-3%	nt	-4%	nt	2%	-6%
CCN(c1ccc(NC(=O)COC(=O)c2ccc3ccccc3n2)cc1)C(C)C	?	?	-3%	-1%	?	?	13%	1%
CCCC(=O)Nc1ccc(NC(=O)c2ccccc2)nc1	-6%	nt	-4%	0%	-3%	nt	-4%	1%

2 compounds drawn at random from those above:
SMILES	Tau ThT inhib	ALDH1A1 block	TexasRed fluor	GLA spleen mod	Tau fluor cs	L3MBTL1 inh	Tau fibril FP	TRb SRC2 PPI
COc1cc(/C(C)=N/NC(=O)c2ccc(CSc3nncn3C)cc2)cc(OC)c1OC	?	1%	-2%	-4%	-10%	nt	1%	-2%
CCOC(=O)CN=C1CC(C)(C)CC2=C1Sc1ncnc(N(C)C)c1N2	16µM*	?	3%	6%	?	-4%	-19%	-13%

Reformatted as a markdown table: entries from further up.
| SMILES | Tau ThT inhib | ALDH1A1 block | TexasRed fluor | GLA spleen mod | Tau fluor cs | L3MBTL1 inh | Tau fibril FP | TRb SRC2 PPI |
| --- | --- | --- | --- | --- | --- | --- | --- | --- |
| CC(NC(=S)NC1CCCCC1)C(c1cccs1)N1CCOCC1 (stereo unspecified) | nt | nt | -2% | 4% | -14% | nt | 3% | -4% |
| CCO[C@@H]1OC(C(=O)Nc2ccccc2)=C[C@H](C2CC2)[C@H]1CCCO | 2% | -16% | -2% | 0% | -2% | -4% | 6% | 1% |
| CCCCC(NC(=O)c1ccc(Cl)cc1)C(=O)O (stereo unspecified) | -5% | 8% | -2% | 0% | -9% | nt | -9% | -4% |
| COCCCNC(=O)C1CCN(c2nc3ccc(Cl)cc3[nH]2)CC1 | -16% | nt | 0% | nt | -14% | nt | 0% | -10% |
